# Screening results deposited in PubChem BioAssay by ICCB-Longwood Screening Facility, Harvard Medical School.
# PV pol inh: inhibitors of poliovirus RNA polymerase binding and polymerization; P03300; poliovirus polymerase elongation, fluorescence polarization; active compounds read low; % elongation, % (compound at 16.7 µg/mL); 0.66% of 150,000 active; in the data active = % elongation below about 90%; note: some results filed as inactive read as strong as hits
# Target sequence (P03300 1749-2209 limits assumed): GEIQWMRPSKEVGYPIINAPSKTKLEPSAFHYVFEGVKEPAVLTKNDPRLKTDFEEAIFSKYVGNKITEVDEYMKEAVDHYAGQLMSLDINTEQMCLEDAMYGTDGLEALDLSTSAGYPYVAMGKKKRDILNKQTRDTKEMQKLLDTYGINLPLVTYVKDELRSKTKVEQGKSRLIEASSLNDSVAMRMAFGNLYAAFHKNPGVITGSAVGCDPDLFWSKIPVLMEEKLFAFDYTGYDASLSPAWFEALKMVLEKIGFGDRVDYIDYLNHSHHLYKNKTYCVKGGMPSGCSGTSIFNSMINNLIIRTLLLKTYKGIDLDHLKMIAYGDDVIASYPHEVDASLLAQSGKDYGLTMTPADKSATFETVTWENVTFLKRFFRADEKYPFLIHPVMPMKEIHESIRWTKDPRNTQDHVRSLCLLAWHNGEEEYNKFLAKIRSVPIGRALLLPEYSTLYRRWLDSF
# PV pol inh FP z-score: second read-out of PV pol inh, no call of its own (marks repeat the call); z-score; measured here: FP z-score; hits read low
# An asterisk follows results filed as active; & = joins results of further samples.
mol	PV pol inh	PV pol inh FP z-score
CCN1CCN(C(=O)C2CCCCC2C(=O)O)CC1 (configuration not stated)	102	0
Cc1ccccc1NC(=O)C1CCC(CNS(=O)(=O)c2ccc3c(c2)C(C)(C)C(=O)N3C)CC1 (configuration not stated)	112	0.7
CC1CCCCC1NC(=O)c1cc2cccnc2n(Cc2ccccc2)c1=O (configuration not stated)	103	0.2
CCOC(=O)c1sc(Nc2nc3ccc(OC)cc3s2)cc1C	103	0.5
COc1cccc(/C=C2/C(=O)NN(c3ccccc3)C2=O)c1	102	0.2
CC1COC2=C(N3CCN(C)CC3)C(F)=CC3C(=O)C(C(=O)O)=CN1C23 (configuration not stated)	98	-0.4
COc1cccc(-n2c(C)nc3cc(C(=O)O)ccc32)c1	99	-0.6
OCN(Cc1ccccc1)Cc1ccccc1	104	0.5
COc1ccc(OC)c(/C=N/N=C2\SCC(=O)N2Cc2ccco2)c1	100	-0.2
COCCn1c(C)cc(O)c(C(c2ccccc2Cl)N2CCN(c3ccccc3)CC2)c1=O (configuration not stated)	105	-0.8
Nc1ccccc1-c1nnc(-c2ccccc2)c(=O)[nH]1	101	0
Cn1ccnc1SCC(=O)c1ccccc1	97	-1.7
C/C(=C/C(=O)c1c(O)c2ccccc2n(C)c1=O)Nc1ccc(N)cc1	110	0.8
COc1ccccc1Nc1nc2c(s1)CCCC2	100	-0.2
NC(N)=NS(=O)(=O)c1ccc(NC(=S)NC(=O)/C=C/c2ccc(F)cc2)cc1	102	-0.1
COc1ccc(/C=C2\SC(N(C)c3ccc(Cl)cc3)=NC2=O)c(OC)c1OC	102	0
CN(C)C(=O)Oc1cc(OC(=O)N(C)C)cc(C(O)CNC(C)(C)C)c1 (configuration not stated)	100	0.1
CCOC(=O)c1ccc(Nc2c(-c3ccc(O)c(OC)c3)nc3nc[nH]n23)cc1	104	-0.4
CCN1C(=O)c2ccc(C(=O)Nc3cc(C)on3)cc2C1=O	100	0
N#Cc1ccc(CN2CCCc3ccccc32)cc1	99	-0.3

# 2 of the compounds above, with each value named:
COc1ccc(OC)c(/C=N/N=C2\SCC(=O)N2Cc2ccco2)c1
  PV pol inh: 100
  PV pol inh FP z-score: -0.2
CC1COC2=C(N3CCN(C)CC3)C(F)=CC3C(=O)C(C(=O)O)=CN1C23 (configuration not stated)
  PV pol inh: 98
  PV pol inh FP z-score: -0.4

# (cont.)
mol	PV pol inh	PV pol inh FP z-score
N#CC(C(=O)CN1CCN(Cc2ccccc2)CC1)c1ccccc1 (configuration not stated)	103	0.5
O=C(c1ccc(F)cc1)N1CCC(c2nc3ccccc3s2)CC1	102	-0.3
Cc1ccc(CNC(=O)CCCn2c(=O)c3ccccc3n(CC(=O)Nc3ccc(C)cc3)c2=O)cc1	112	1
CCS(=O)(=O)NC1CCN(Cc2ccccc2)CC1	104	0.3
O=C(O)c1ccc(C(=O)c2ccc3c(c2)C(=O)N(CC2CCCO2)C3=O)cc1 (configuration not stated)	100	-0.2
NC(=O)c1cc(-c2csc(=NC3CC3)n2/N=C/c2ccccn2)ccc1O	106	0.6
O=C(/C=C/c1ccco1)NC(c1ccccc1)c1ccccc1	102	0.4
Cc1cc(C(=O)Nc2nccs2)c(C)s1	105	0.5
CCn1cc2nc(SCc3c(F)cccc3Cl)n(CCc3ccccc3)c(=O)c2n1	106	-0.2
CC1CCC(C(=O)NC(C(=O)Nc2ccc(F)c(Cl)c2)C(C)C)CC1 (configuration not stated)	101	0.1
CC(C)N(CC(N)=O)Cc1cccc2ccccc12	110	0.1
CN(C)C(=O)COc1cccc2ccccc12	102	0.1
CN1CCC(=C2c3ccccc3C=Cc3ccccc32)CC1	99	-0.2
CN(C(=O)c1cc(-c2cccs2)nc2ccccc12)c1ccccc1	102	0
CC1CC(C)(C)Nc2ccc(OC(=O)c3ccccc3)cc21 (configuration not stated)	103	0.6
CCCC(=O)N(Cc1ccccc1)C(C)C	99	-0.4
N#Cc1cc(C(=O)c2cc(Cl)ccc2O)c[nH]c1=O	72	-3.4
C=Cc1cccc(NC(=O)c2cccs2)c1	98	-1.6
COc1ccc(-c2cn3cccnc3n2)cc1NC(=O)Cc1ccccc1	110	0.8
COc1ccc(CC(=O)O)c(C(=O)O)c1	101	0.1
CC(C)c1cnc2c(c1SCC(=O)Nc1ccccc1C(F)(F)F)c(=O)n(C)c(=O)n2C	107	-0.3
COC1=CC(=O)OC12CCCCC2	100	-0.1
NNc1ccc2nncn2n1	101	-0.3
N#CCN(CC#N)C(=O)C(Sc1ccccc1)c1ccccc1 (configuration not stated)	102	-0.4
Cc1nn(C(C)(C)C)c(OC(=O)C(C)(C)C)c1Sc1ccccc1	107	0.6
Cc1cccc(OCc2cc(=O)n3nc(-c4ccco4)sc3n2)c1C	98	-1.4
O=C(O)c1cccc(S(=O)(=O)Nc2ccc(N3CCCCC3)cc2)c1	102	0.1
Cc1ccccc1C(=O)NCc1ccc2c(c1)CCN2C(=O)c1ccc(F)cc1	108	0.4
CCOc1ccc(C(=O)Nc2nc3cc4c(cc3s2)OCO4)cc1	97	-1
Cc1c(C(=O)N2CCCCCC2)c(S(=O)(=O)NCc2ccc(Br)cc2)c(C)n1C	101	-1.4
Cc1cc(NC(=O)C2CCC2)ccc1Br	101	-0.2
COCc1nc2ccccc2n1C(C)c1ccccc1 (configuration not stated)	102	0
CC(C)(C)NC(=O)CC(c1ccccc1)c1ccccc1	101	-0.1
c1ccc(-c2nnn3c2nc(N2CCCCC2)c2ccccc23)cc1	100	-0.2
O=C(NC1CCCCC1)c1ccc(CSc2nc3cccnc3n2Cc2ccccc2F)cc1	110	0
COC(=O)N/N=C/c1c[nH]c2ccccc12	103	0.2
O=C(COc1ccc(F)cc1)Nc1ccc(C(=O)OCc2cc(=O)n3nc(C4CC4)sc3n2)cc1	100	-1.4
COc1ccc(-c2cc3nc(C4CCN(C(=O)OC(C)(C)C)CC4)c(C(=O)Nc4cc(Cl)cc(Cl)c4)cn3n2)cc1	103	-0.2
O=C1N(c2ccccc2)C2CS(=O)(=O)CC2N1c1ccccc1 (configuration not stated)	104	0.4
Cc1nc(/N=C(/N)Nc2cccc(Cl)c2C)[nH]c(=O)c1Cc1ccccc1	101	0.1

# Entries of single compounds from above. Order of values: PV pol inh | PV pol inh FP z-score
# O=C(/C=C/c1ccco1)NC(c1ccccc1)c1ccccc1 in the list: 102 | 0.4
# NC(N)=NS(=O)(=O)c1ccc(NC(=S)NC(=O)/C=C/c2ccc(F)cc2)cc1 in the list: 102 | -0.1
# COc1ccc(/C=C2\SC(N(C)c3ccc(Cl)cc3)=NC2=O)c(OC)c1OC in the list: 102 | 0
# CN1CCC(=C2c3ccccc3C=Cc3ccccc32)CC1 in the list: 99 | -0.2

# Of the compounds above, 3 have a furan ring, fused or not:
mol	PV pol inh	PV pol inh FP z-score
COc1ccc(OC)c(/C=N/N=C2\SCC(=O)N2Cc2ccco2)c1	100	-0.2
O=C(/C=C/c1ccco1)NC(c1ccccc1)c1ccccc1	102	0.4
Cc1cccc(OCc2cc(=O)n3nc(-c4ccco4)sc3n2)c1C	98	-1.4

# Later entries.
# Fields – PV pol inh | PV pol inh FP z-score
- CCOC(=O)CC(=O)CSc1nc2ccsc2c(=O)n1Cc1ccccc1
    97 | -2
- CC(C)(C)c1cc2nc(C(F)(F)F)cc(N3CCN(C(=O)c4ccccc4)CC3)n2n1
    100 | -0.5
- NC(=O)c1c(NC(=O)CS(=O)(=O)c2ccc(Cl)cc2)sc2c1CCCC2
    97 | -2.1
- Cc1nc2scc(C)n2c(=O)c1S(=O)(=O)Nc1ccc(N2CCN(S(C)(=O)=O)CC2)cc1
    102 | -0.8
- Cc1c(C(=O)OCC(=O)NC2(C#N)CCCCC2)sc2nc3n(c(=O)c12)CCC3
    111 | 1
- Cc1ccc(NS(=O)(=O)c2ccc3[nH]c4c(c3c2)CCCC4)cc1N(C)C
    103 | -0.6
- CCOC(=O)c1cc(C)n(-c2ccc(C(=O)N3CCc4ccccc43)cc2)c1C
    104 | 0.6
- Cc1nc2c(-c3ccccc3)c(C)nn2c(C)c1CCC(=O)NCc1cccc(Cl)c1
    110 | 0.9
- C=CCNc1oc(COc2ccccc2F)nc1C#N
    106 | 1
- CC(C)CNC(=O)CSc1nnc(-c2ccc(Cl)cc2)n1N
    102 | -0.1
- O=C(CCN1C(=O)C2C3C=CC(C3)C2C1=O)Oc1cccc2cccnc12 (configuration not stated)
    101 | 0.1
- COc1ccc(CCNC(=O)c2nnn(-c3cccc(C)c3)c2N)cc1OC
    102 | 0.1
- CC(=O)Nc1cc(C(N)=O)cc(C(N)=O)c1
    100 | -0.1
- Cc1nn(C)c(C)c1NC(=O)c1ccc(Cl)cc1
    92 | -2.2
- COc1ccc(S(=O)(=O)C2CS(=O)(=O)CC2O)cc1 (configuration not stated)
    109 | 0.9
- Cc1ccc2[nH]c(=O)c(CN(C)C(=O)c3cccc(Cl)c3)cc2c1
    102 | 0.1
- Cc1cc(C)c2nc(C(F)(F)F)nc(N3CC(C)OC(C)C3)c2c1 (configuration not stated)
    100 | -0.2
- COc1ccc(CNC(=O)CN(C)S(=O)(=O)c2ccc3[nH]c4c(c3c2)CCCC4)cc1
    104 | -0.5
- COc1ccccc1-c1cc(C(F)(F)F)nc(S(=O)(=O)CCCC(=O)Nc2cc(Br)ccc2O)n1
    106 | 0.3
- COc1cccc2c1OC1(C)NC(=S)NC2C1C(=O)N(C)C (configuration not stated)
    100 | -0.5
- CCN(CC)CCCNC(=O)c1c(C)oc2ncnc(N3CCOCC3)c12
    108 | 0.1
- CC(C)CNC(=O)c1ccc(COc2ccc3ccccc3c2)o1
    99 | -0.4
- CCc1cccc(CC)c1NC(=O)CN(C)S(=O)(=O)c1ccc2c(c1)n(C)c(=O)c(=O)n2C
    100 | -1.3
- CCOC(=O)CSc1nnc(CSc2nc3ccccc3c(=O)[nH]2)n1-c1ccccc1
    102 | 1.1
- CCOc1ccc(CCNC(=O)CSc2cc(=O)n(C)c3ccc(Cl)cc23)cc1OCC
    105 | 0
- O=C(c1ccccc1)N1CCCC(c2nc3c(nnn3Cc3ccc(F)cc3F)c(=O)[nH]2)C1 (configuration not stated)
    106 | -0.2
- CC1=C(C(=O)Nc2ccc(F)cc2)SCCO1
    104 | 0.4
- CC1CC1C(=O)OCC(=O)Nc1ccc(Oc2ccccc2)cc1 (configuration not stated)
    103 | 0.6
- O=C(CCc1nnc2ccc(N3CCCCC3)nn12)NCCN1CCOCC1
    103 | 0.7
- Cc1cc(C)c(NC(=O)c2cc(S(=O)(=O)N3CCc4ccccc43)ccc2F)c(C)c1
    100 | -0.6
- Nc1cc(C(F)(F)F)ccc1-n1cnc2ccccc21
    102 | 0.1
- O=S(=O)(NCC1CCCO1)c1ccc(S(=O)(=O)N2CCN(c3ncccn3)CC2)cc1 (configuration not stated)
    107 | 0.9
- N#CC1=C(SCc2ccccc2)SCNC1=O
    100 | 0.1
- Nc1ccc2oc(Cc3ccc(Cl)cc3)nc2c1
    89&103 | -5.5&0.3
- C#CCSc1nnc(-c2ccccc2)o1
    103 | 0.5
- CNC(=O)Cn1ncc2c3ccccc3n(Cc3cccc(Cl)c3)c2c1=O
    122 | 7.7
- Cc1cccc(CCNC(=O)c2cc(S(=O)(=O)N3CCCCC3)c[nH]2)c1
    111 | 0.7
- N#CC1(C#N)C(c2ccc(F)cc2)C(C(=O)c2ccccc2)C2C=Cc3ccccc3N21 (configuration not stated)
    108 | 0.4
- Cc1cc(C)nc(NNC(=S)NCc2ccc3c(c2)OCO3)n1
    98 | -0.4
- COc1ccc2nc(SCC(=O)c3ccc(O)c(O)c3)[nH]c2c1
    100 | -0.1
- COc1ccc(/C=C/C(=O)OCC(=O)Nc2cccc(Cl)c2)cc1
    103 | 0.7
- CCc1cccc(NC(=O)CCn2nc(C)cc2C)c1
    107 | 0.2
- CCn1c(CNC(=O)Cc2c(F)cccc2Cl)nnc1SC
    103 | 0.3
- Cc1ccc(N2C(=O)CS(=O)(=O)C23C(=O)N(Cc2ccc(Cl)cc2)c2ccccc23)cc1C (configuration not stated)
    108 | 0.4
- CN(C)c1ccc(C(c2cc3c(cc2O)OCO3)N2CCCCC2)cc1 (configuration not stated)
    103 | -0.2
- CCn1c(SCc2cccc(C)c2)nnc1C(C)NC(=O)c1ccccc1 (configuration not stated)
    103 | 0.2
- COc1ccccc1N1CCN(S(=O)(=O)c2cc3[nH]c(=O)c(=O)[nH]c3cc2C)CC1
    103 | -0.6
- COc1ccccc1N1CCN(CC(=O)n2c3ccccc3c3ccccc32)CC1
    102 | 0.5
- O=C(c1cccc(Cl)c1)N1c2nc(-c3ccco3)nn2C2(CCCCC2)[C@@H]2CCCC[C@@H]21
    106 | 0.3
- Cc1cc(NC(=O)COCc2cc(-c3ccc4c(c3)OCO4)on2)nn1Cc1ccc(Cl)cc1
    100 | -0.4
- CC1Cc2cc(S(=O)(=O)N3CCCC3)ccc2N1C(=O)C1CCC1 (configuration not stated)
    102 | 0.1
- CNC(=O)c1cc2c(n(-c3ccccc3)c1=O)CC(C)(C)CC2=O
    101 | -0.4
- CC(C)C12CN3CC(C(C)C)(CN(C1)C3(C)C)C2=O
    104 | 0.7
- O=C(NCC(c1cccs1)S(=O)(=O)c1ccc(Cl)cc1)C1CC1 (configuration not stated)
    104 | 0.8
- Nc1nc(-c2cc3c(cc2Br)OCCO3)cs1
    96 | -2.8
- O=C(CN(c1ccc2c(c1)OCCO2)S(=O)(=O)c1ccccc1)N1CCCCCC1
    99 | -0.4
- Nc1nc(Cl)c(-c2ccccc2)c(Cl)n1
    102 | 0
- CS(=O)(=O)Nc1ccc(-c2cn3ccccc3n2)cc1
    101 | 0.1
- CCc1cc(C(=O)N2CCOCC2)c(NC2=NS(=O)(=O)c3ccccc32)s1
    101 | -0.1
- O=C(COC(=O)Cc1c(Cl)cccc1Cl)NCC1CCCO1 (configuration not stated)
    102 | 0.1
- COc1cc(NC(=O)CS)cc(OC)c1
    99 | -1.1
- COc1ccc(-c2cn3c(n2)CCC3)cc1
    101 | -0.7
- CC1(C)CC(=O)C(=Cc2cn(CCC#N)nc2-c2ccccc2)C(=O)C1
    100 | -0.2

# The list is partial; rates above refer to the full screens.
